# ELG1 repair inh – blocks ELG1-dependent DNA repair in HEK293T cells; 330,000 compounds, 2.3% hits; Potency, µM (titrated, usually from 46.1 µM), inactives show top-dose activity change, negative = inhibition, hits mostly inhibitors; HEK293T ELG1-luciferase reporter, luminescence, 16 h; DNA damage induced by 5-fluorouridine; further: potency means the concentration at half of the fitted maximal effect; on the % scale 0 is the no-effect control and ±100 the full control effect; nearly all actives have a fitted effect of over 55% in size
#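 5-Fluorouridine DNA damage + compound/DMSO, 2,000 cells/well, 16 h, 37 °C/5% CO2. ONE-Glo, 30 min RT, luminescence. Readout = decrease in reporter signal.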
# Mito fusion yeast – blocks mitochondrial division or promotes mitochondrial fusion. S. cerevisiae fusion-defective mutant growth rescue, CellTiterGlo 48 h. Potency, µM (top dose mostly 46.1 µM), without a hit: top-dose growth rescue (activation), hits mostly activators. 320,000 compounds, 0.23% hits. AID 485298;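 further: potency means the concentration at half of the fitted maximal effect; % of control where 0% means no effect; nearly all actives have a fitted effect of over 45% in size; temperature-sensitive fusion mutants such as fzo1-1 at 37 °C on non-fermentable ethanol glycerol medium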
#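 Read-out: ATP-based luminescence (CellTiterGlo, 10 min ambient) reporting growth of fusion-defective ts yeast after 48 hours at 37C on glycerol/ethanol YPEG medium in the presence of compound.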
# Eya2 phos inh – inhibitors of human Eya2 phosphatase activity; O00167; recombinant Eya2, OMFP fluorescence dephosphorylation (OMFP is methylfluorescein phosphate); 330,000 compounds, 0.006% hits; AID 488837; Potency, µM (highest dose often 76.9 µM), for inactives: top-dose activity, negative = inhibition, most hits filed as inhibitors; further: potency means the concentration at half of the fitted maximal effect; on the % scale 0 is the no-effect control and ±100 the full control effect
# Target sequence (O00167 whole entry, looked up): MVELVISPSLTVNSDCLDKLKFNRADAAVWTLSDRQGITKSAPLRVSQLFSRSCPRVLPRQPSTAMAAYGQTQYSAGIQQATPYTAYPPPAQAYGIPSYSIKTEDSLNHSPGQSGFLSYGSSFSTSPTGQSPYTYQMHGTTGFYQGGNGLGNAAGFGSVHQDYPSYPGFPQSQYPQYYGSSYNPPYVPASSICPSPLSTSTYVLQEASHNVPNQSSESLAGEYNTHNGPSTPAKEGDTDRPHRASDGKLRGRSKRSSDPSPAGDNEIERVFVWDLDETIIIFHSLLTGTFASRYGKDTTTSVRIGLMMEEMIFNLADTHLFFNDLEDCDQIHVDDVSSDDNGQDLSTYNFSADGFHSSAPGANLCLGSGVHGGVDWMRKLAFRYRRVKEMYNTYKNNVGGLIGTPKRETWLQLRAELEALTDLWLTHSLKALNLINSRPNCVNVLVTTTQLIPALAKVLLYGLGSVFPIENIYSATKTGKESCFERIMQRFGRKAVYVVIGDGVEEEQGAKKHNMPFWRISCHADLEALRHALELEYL
#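 Eya2 protein (added as 0.2 uM solution) was preincubated with compound for 10 min at ambient temperature in 50 mM HEPES pH 7.5, 50 mM NaCl, 5 uM MgCl2, 0.05% BSA, 1 mM DTT. OMFP (added at 50 uM) then reacted 10 min; fluorescence read at 485/525 nm.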
# TSHR antag – human thyrotropin receptor antagonism. P16473. TSHR-expressing cells, TSH-stimulated cAMP HTRF, 2 h; hits give low values. activity change, negative = inhibition, % at 11.5 µM. 330,000 compounds, 0.2% hits;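 active means activity change below a set negative limit, meaning inhibition stronger than a set level, cut at about -70% in these data; inconclusive means activity change between two set negative limits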; further: on the % scale 0 is the no-effect control and ±100 the full control effect
#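 TSHR-expressing cells, 200/well, pre-treated with compound, then stimulated with EC80 TSH (4nM final) for 2 hours at 37 deg C. cAMP measured by competitive HTRF: anti-cAMP cryptate antibody in lysis buffer plus cAMP-d2, read after 30 minutes at room temperature.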
# TRPV1 agonist – human TRPV1 agonism. activation, % at 8.33 µM. AID 540275. TRPV1-expressing cells, Fluo-8 calcium influx, agonist mode. 320,000 compounds, 0.19% hits; in the data active means activation above about 80%; inconclusive means between about 30% and that limit; further: 0% is about no effect
#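 TRPV1-expressing cells were cultured overnight at 35.5C and loaded with Fluo-8 calcium dye for 40 to 90 min at room temperature. After a 10 s baseline, compound was added and calcium influx was read kinetically for 3 min (ex 480/em 520 nm).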
# TCR activator – T cell receptor activation; primary human leukocytes, anti-CD3, IL-2 HTRF, 48 h; Potency, µM (series often up to 9.22 µM), for the others: top-dose activation of IL-2 secretion, most hits filed as activators; 330,000 tested, under 10 active; AID 504894; further: % of control where 0% means no effect
#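 Primary human leukocytes receive a-CD3 beads and test compound and are incubated 48 hr. Secreted IL-2 is then assayed by HTRF, measuring 665nm acceptor emission after 320nm excitation of the europium donor.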
# USP2a block – USP2a (human) protease inhibition. O75604. USP2 core, Ub-CHOP2 coupled fluorogenic reporter, 485/531. Potency, µM (highest dose often 38.3 µM), inactives show top-dose activity change, negative = inhibition, most hits filed as inhibitors. 330,000 compounds, 0.01% hits;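 further: potency means the concentration at half of the fitted maximal effect; plate controls were DMSO wells for no effect and full inhibition by NEM control for full effect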
#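 Deubiquitinase activity read as fluorescence (485/531 nm) after Ub-CHOP2 cleavage activates the enterokinase reporter on its substrate; USP2 core 10nM, Ub-CHOP2 and substrate 25nM each, 30min compound preincubation then 60min RT; data normalized to NEM, curves fitted.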
# KCNH2 3.1 block – inhibitors of human KCNH2 3.1 potassium channel isoform | U2OS KCNH2 3.1, thallium flux FluxOr; hits give low values | activity change, % (tested at about 1.8 µM) | 340,000 compounds, 0.95% hits;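 active means maximum activity change below -70%; inconclusive means maximum activity change from -70% to -50%; inactive means maximum activity change above -50%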;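 further: thallium influx rate constant from kinetic fluorescence after stimulation buffer; on the % scale 0 is the no-effect control and ±100 the full control effect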
#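 Thallium flux read-out: FluxOr dye with Red40 quencher in HBSS/HEPES, 45 min at RT. Rate constants from kinetic reads were normalized to positive and negative DMSO controls. Cells: U2OS virally expressing the 3.1 isoform.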
# AT treatment – potential ataxia-telangiectasia treatment. 320,000 compounds, 0.19% hits. […] A-T fibroblasts, KAP-1 phosphorylation AlphaLISA; neocarzinostatin DNA damage 30 min before lysis. Potency, µM (titrated, usually from 57.5 µM), for inactives: at the highest dose activation, actives largely listed as activators; further: potency means the concentration at half of the fitted maximal effect; % of control where 0% means no effect; nearly all actives have a fitted effect of over 45% in size
#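 hTERT-immortalized A-T patient fibroblasts ([…]), 500 cells/well in OPTI-MEM, 1% FBS, got compounds for 60 min, then NCS for 30 min at 37C. Lysates were then assayed for phospho-KAP-1 by AlphaLISA (anti-pKAP1 donor, anti-KAP1 acceptor beads), 6 hr at 25C.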
# KCNH2 WT inh – blocks the wildtype human KCNH2 potassium channel | Q12809 | 340,000 compounds, 0.37% hits | AID 720551 | U2OS, BacMam KCNH2, thallium flux FluxOr; hits give low values | activity change, % at 1.84 µM;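 active means maximum activity change below -70%; inconclusive means maximum activity change between -70% and -50%; inactive means maximum activity change above -50%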; further: on the % scale 0 is the no-effect control and ±100 the full control effect
#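 U2OS cells transduced with wild-type KCNH2 virus are loaded with FluxOr dye for 45 min, and thallium flux is measured in kinetic reads before and after stimulation buffer. Rate constants are normalized to DMSO controls.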
# * marks the source's active call; other numbers are inactive results; u = inconclusive; x = no result given. Unless noted, the call rests on the fitted dose curve; in most records, active means well fitted curve in the direction sought with a large enough effect; inconclusive means small, poorly fitted or top-dose-only effect, or another doubt; inactive means no such curve, though single readings can be large; an effect the other way counts as inactive or inconclusive. Not all compounds are listed, so the mix of outcomes need not match the whole.
1. CCN(CC)c1ccc(NC(=S)NCC2CCCO2)cc1 (stereo not drawn)
2. CCc1cccc(NC(=O)c2ccc3c(=O)n4c(nc3c2)CCCCC4)c1
3. O=C(Cc1ccccc1F)Nc1ccc(S(=O)(=O)N2CCCCC2)cc1
4. COc1cc(CO)ccc1OCc1nnnn1-c1ccc(C)cc1
5. O=c1oc2ccc3ccccc3c2cc1-c1nnc(-c2ccccc2)o1
assay / compound | 1 | 2 | 3 | 4 | 5
ELG1 repair inh | 6.6% | -19.2% | u | -0.5% | u
Mito fusion yeast | -1.4% | 2.9% | 10.7% | 4.9% | 3.2%
Eya2 phos inh | 9.2% | -5.7% | -9.8% | -3.7% | 9.1%
TSHR antag | 5.4 | 0.5 | 26.2 | -8.6 | -5.3
TRPV1 agonist | 9.2 | u | u | 3.6 | 11.9
TCR activator | -1.1% | 3.5% | 1.4% | 0.0% | -6.3%
USP2a block | 1.8% | -0.4% | -7.5% | 3.6% | 3.2%
KCNH2 3.1 block | -10.5 | -12.5 | 6.6 | 7.9 | 0.7
AT treatment | -4.7% | 15.2% | 11.4% | -1.1% | 7.1%
KCNH2 WT inh | -6.6 | -48.5 | 13.1 | -2.2 | 2.1

6. CS(=O)(=O)N1CCN(C(=O)CCC2CCCC2)CC1
7. CCc1c(C)sc(NC(=O)c2cc(C(C)C)on2)c1C#N
8. COc1ccc2nc(NC(=O)c3ccc(Br)s3)sc2c1
9. COc1ccc(C(OC(=O)c2ccco2)C(=O)NC(C)(C)C)cc1 (stereo not drawn)
10. O=C(NC(=S)Nc1ccc(Br)cc1)C1CCC1
assay / compound | 6 | 7 | 8 | 9 | 10
ELG1 repair inh | 11.3% | u | u | -1.1% | u
Mito fusion yeast | 0.9% | 13.0% | 2.5% | 2.7% | -3.7%
Eya2 phos inh | 1.5% | -0.2% | 33.6% | -8.5% | 4.1%
TSHR antag | 62.1 | -18.6 | -12.4 | -4.6 | -6.7
TRPV1 agonist | 0.0 | u | 97.1* | -9.2 | 15.1
TCR activator | 0.4% | -0.1% | -3.9% | -1.9% | 3.8%
USP2a block | 2.5% | 0.3% | 0.7% | 1.6% | 1.9%
KCNH2 3.1 block | -0.6 | 7.4 | 2.8 | 18.8 | 1.6
AT treatment | u | 2.3% | x | -1.0% | 2.9%
KCNH2 WT inh | 0.0 | 6.5 | 5.0 | -2.2 | -4.3

11. CCOC(=O)Nc1ccc2c(c1)N(C(=O)CN1CCN3CCCC3C1)c1ccccc1CC2 (stereo not drawn)
12. Cc1c(C(C)(C)O)[nH]c2ccc(C#N)cc12
13. CC1=C(C(=O)Nc2ccccc2F)C(c2cccs2)C2=C(CCCC2=O)N1 (stereo not drawn)
14. O=C(N/C(=C/c1cccs1)C(=O)N1CCOCC1)c1cccs1
15. N#Cc1ccc(-c2cccnc2)nc1SCc1ccc(Cl)cc1Cl
assay / compound | 11 | 12 | 13 | 14 | 15
ELG1 repair inh | -3.9% | -14.8% | 2.6% | -2.2% | -8.1%
Mito fusion yeast | 0.8% | -14.1% | 0.5% | 17.0% | 3.7%
Eya2 phos inh | 16.1% | 6.0% | -6.4% | 7.3% | -12.5%
TSHR antag | -8.8 | 9.9 | 24.6 | -7.8 | 9.0
TRPV1 agonist | -1.9 | 15.7 | 0.5 | 0.2 | u
TCR activator | -0.5% | -4.5% | -3.8% | -3.6% | 1.4%
USP2a block | -1.7% | -4.9% | -0.5% | -0.7% | 1.0%
KCNH2 3.1 block | -11.0 | 8.4 | 24.0 | -21.3 | -5.7
AT treatment | 1.7% | -10.2% | 5.3% | 1.1% | 1.6%
KCNH2 WT inh | 43.2 | -0.7 | x | 0.1 | -6.2

16. Cc1cc(C)n2nnnc2c1C#N
17. C=CCn1c(=O)c2c(C)c(C)sc2n2c(Nc3ccc(OC)cc3)nnc12
18. CCOc1ccc(OCC)c(S(=O)(=O)N2CCC(C)CC2)c1
19. CCOC(=O)C(NC(=O)CC(C)C)(Nc1sc2c(c1C(N)=O)CCCC2)C(F)(F)F (stereo not drawn)
20. CCOC(=O)Cc1csc(N/N=C/c2cccc([N+](=O)[O-])c2)n1
assay / compound | 16 | 17 | 18 | 19 | 20
ELG1 repair inh | 3.6% | u | 11.8% | -5.8% | -28.4%
Mito fusion yeast | -5.2% | 1.1% | 2.5% | -10.1% | u
Eya2 phos inh | -0.1% | 3.2% | 14.5% | 7.4% | 9.0%
TSHR antag | 6.8 | -1.1 | -8.9 | -5.3 | 2.9
TRPV1 agonist | 1.5 | 1.1 | 22.2 | 5.6 | 0.7
TCR activator | -3.8% | 4.6% | -2.9% | -3.1% | -1.0%
USP2a block | -0.4% | -0.6% | 1.8% | 0.4% | -1.2%
KCNH2 3.1 block | -0.6 | 2.0 | -1.1 | -13.9 | -0.8
AT treatment | 2.9% | 9.2% | x | 0.0% | 4.4%
KCNH2 WT inh | 2.6 | -16.3 | 5.0 | -1.0 | 4.2

# In a second layout: entries from further up
cpd | mol | ELG1 repair inh | Mito fusion yeast | Eya2 phos inh | TSHR antag | TRPV1 agonist | TCR activator | USP2a block | KCNH2 3.1 block | AT treatment | KCNH2 WT inh
5 | O=c1oc2ccc3ccccc3c2cc1-c1nnc(-c2ccccc2)o1 | u | 3.2% | 9.1% | -5.3 | 11.9 | -6.3% | 3.2% | 0.7 | 7.1% | 2.1
6 | CS(=O)(=O)N1CCN(C(=O)CCC2CCCC2)CC1 | 11.3% | 0.9% | 1.5% | 62.1 | 0.0 | 0.4% | 2.5% | -0.6 | u | 0.0
7 | CCc1c(C)sc(NC(=O)c2cc(C(C)C)on2)c1C#N | u | 13.0% | -0.2% | -18.6 | u | -0.1% | 0.3% | 7.4 | 2.3% | 6.5
8 | COc1ccc2nc(NC(=O)c3ccc(Br)s3)sc2c1 | u | 2.5% | 33.6% | -12.4 | 97.1* | -3.9% | 0.7% | 2.8 | x | 5.0
9 | COc1ccc(C(OC(=O)c2ccco2)C(=O)NC(C)(C)C)cc1 (stereo not drawn) | -1.1% | 2.7% | -8.5% | -4.6 | -9.2 | -1.9% | 1.6% | 18.8 | -1.0% | -2.2
10 | O=C(NC(=S)Nc1ccc(Br)cc1)C1CCC1 | u | -3.7% | 4.1% | -6.7 | 15.1 | 3.8% | 1.9% | 1.6 | 2.9% | -4.3
11 | CCOC(=O)Nc1ccc2c(c1)N(C(=O)CN1CCN3CCCC3C1)c1ccccc1CC2 (stereo not drawn) | -3.9% | 0.8% | 16.1% | -8.8 | -1.9 | -0.5% | -1.7% | -11.0 | 1.7% | 43.2
12 | Cc1c(C(C)(C)O)[nH]c2ccc(C#N)cc12 | -14.8% | -14.1% | 6.0% | 9.9 | 15.7 | -4.5% | -4.9% | 8.4 | -10.2% | -0.7
13 | CC1=C(C(=O)Nc2ccccc2F)C(c2cccs2)C2=C(CCCC2=O)N1 (stereo not drawn) | 2.6% | 0.5% | -6.4% | 24.6 | 0.5 | -3.8% | -0.5% | 24.0 | 5.3% | x
14 | O=C(N/C(=C/c1cccs1)C(=O)N1CCOCC1)c1cccs1 | -2.2% | 17.0% | 7.3% | -7.8 | 0.2 | -3.6% | -0.7% | -21.3 | 1.1% | 0.1
